# Myeloid diff MLP – myeloid differentiation induction; calls only at 10 µM; ER-HoxA9 myeloid progenitors, lysozyme-GFP differentiation, flow cytometry; 360,000 tested, 1% active;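 active = normalized GFP-positive differentiation at or above the plate's own cutoff, the solvent-only control mean plus 3 SD; inconclusive = no clear call, values can overlap the other calls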;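 also: cells exposed to compound for four days before flow analysis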
# Myeloid diff MLP GFP+ MAC1+ % – further read-out of Myeloid diff MLP, marked with its call; GFP+ MAC1+ double positive, %; measured here: differentiation confirmed by MAC1 staining
# * marks the source's active call; other numbers are inactive results; i = inactive; ? = inconclusive; nt = not tested or not shown; + = active, no number. Only part of the results is shown; count on the stated rates, not on these rows.
# Each structure is followed by: Myeloid diff MLP | Myeloid diff MLP GFP+ MAC1+ %
> COc1ccc(NC(=O)c2cc(C3CCCCN3C(=O)C3CCCCC3)on2)c(C)c1 (stereo not given)
 : i | 1.4
> CC1CCCCC12NC(=O)N(CC(=O)N1CCN(C(=O)c3ccco3)CC1)C2=O (stereo not given)
 : i | 0.1
> OCc1cccc[n+]1CCc1ccccc1
 : i | 0.3
> C[C@H](CO)N1C[C@H](C)[C@H](CN(C)S(=O)(=O)c2ccc(Cl)cc2)OCc2ccccc2-c2c(n(C)c3ccccc23)C1=O
 : i | 0.9
> N#Cc1ccccc1OCC(=O)OCC(=O)NC1CCCC1
 : i | 0.8
> COC(=O)[C@@]12C[C@@H](CC(=O)NCC3CCCCC3)C(=O)N(CCc3ccc(OC)c(OC)c3)C1=CCC(C)(C)C2
 : i | 2.2
> Cc1cc(OC(C)C(=O)NC2CC(C)(C)NC(C)(C)C2)c2c(C)c(C)c(=O)oc2c1 (stereo not given)
 : i | 0.9
> Cc1cccc(NC(=O)COc2ccc3c(c2)CCC3)n1
 : i | 1.0
> COc1ccc(-c2coc3c(C(=O)Nc4cccc(C(C)=O)c4)cccc23)c(C)c1
 : i | 0.8
> N#Cc1ccccc1
 : i | 1.0
> Cc1cccc(C2=NN(c3ccccc3)[C@@H](C(=O)N3CCOC3=O)[C@@H]2c2ccccc2)c1
 : i | 0.7
> Cc1noc(C)c1CSCC(=O)Nc1nc2c(F)cc(F)cc2s1
 : i | 0.8
> CN(C(=O)NC1CCCCC1)[C@H]1C[C@H]2c3[nH]c4ccccc4c3CCN2C(=O)[C@H]1CO
 : i | 2.9
> COc1ccc(C(CNC(=O)c2ccco2)N2CCCC2)cc1 (stereo not given)
 : i | 0.7
> CCCc1nc2ccc(Br)cn2c1Cc1ccccc1OC
 : i | 2.2
> O=C(/C=C/c1ccccc1Cl)OCC(=O)N1CCc2ccccc21
 : i | 1.4
> C[C@@H]1CCCCO[C@H](CN(C)Cc2ccc(C(F)(F)F)cc2)[C@H](C)CN([C@@H](C)CO)C(=O)c2cc(NC(=O)Cc3ccccc3)ccc2O1
 : i | 0.7
> COc1ccc(C2=Nc3ccccc3N(C(=O)c3ccc(C(F)(F)F)cc3)C2C(=O)NCc2ccccc2)cc1 (stereo not given)
 : i | 2.4
> Cc1ccc(S(=O)(=O)NCc2ccccc2)cc1C(=O)NC(C)c1ccc(S(N)(=O)=O)cc1 (stereo not given)
 : i | 0.7
> COC(=O)C(C(=O)OC)c1ccccc1NS(=O)(=O)c1ccc(C)cc1
 : i | 3.5
> COC(=O)[C@@]12CCCCN1[C@H](c1ccc(-c3ccccc3)cc1)[C@@H]1C(=O)N(C)C(=O)[C@@H]12
 : i | 2.8
> CSc1ncccc1C(=O)OCC(=O)NC1CCCC1
 : i | 0.1
> Cc1ccc2nc(-c3ccccc3)cc(C(=O)Nc3cccnc3)c2c1
 : i | 0.9
> O=C(COC(=O)CNC(=O)c1ccc(Cl)cc1)Nc1ccc(Cl)cn1
 : i | 0.5
> COc1ccc(NS(=O)(=O)c2ccc(N3CCOCC3)c(NC(=O)/C=C/C(=O)O)c2)cc1
 : i | 1.0
> C=CCC(NC(=O)N(C)C)(C(=O)OC)C(C)O (stereo not given)
 : i | 1.3
> OC(c1cccc(Cl)c1)c1nc(-c2ccc(F)c(Cl)c2)cs1 (stereo not given)
 : i | 1.0
> O=C(NC1=NCCS1)c1cccc(Br)c1
 : i | 0.8
> CCCNC(=O)C1(C)CCN(Cc2ccc(-n3ccnc3)cc2)C1 (stereo not given)
 : i | 0.7
> CC(=O)C1=CCC(c2ccccc2Cl)N(S(=O)(=O)c2ccc(C)cc2)C1 (stereo not given)
 : i | 1.1
> COc1ccccc1C(CNC(=O)c1oc2ccccc2c1C)N1CCCC1 (stereo not given)
 : i | 1.2
> O=C(c1ccc(=O)[nH]c1)N(c1ccccc1)C(CCc1ccccc1)c1nc2ccccc2[nH]1 (stereo not given)
 : i | 0.8
> COc1ccc(C(=O)COC(=O)c2ccc([N+](=O)[O-])s2)cc1OC
 : i | 1.3
> CC1(C)Cc2cccc(OCC(=O)OCc3nnc(-c4ccccc4)o3)c2O1
 : i | 0.5
> Cc1cccc(C)c1NC(=O)CN1CCN(C(=O)CNC(=O)c2ccc(-c3ccccc3)cc2)CC1
 : i | 0.4
> CCN(CC)C(=O)c1ccc2nc([C@H]3C[C@H](O)[C@@H](CO)O3)[nH]c2c1
 : i | 1.7
> O=C(c1cc(-c2ccco2)nc2ccccc12)N1CCN(Cc2ccccc2)CC1
 : i | 0.5
> O=C1OCCOC2CCCc3oc(C4=CCCCC4)c1c32 (stereo not given)
 : i | 0.9
> N=c1c2ccccc2nc2n1CCCCCCCCCCC2
 : i | 0.0
> CC1(C)C[C@@H](O)[C@]2(C)CC[C@]3(C)C(=CCC4[C@@]5(C)CC[C@H](O)[C@](C)(CO)C5CC[C@]43C)[C@@H]2C1 (stereo not given in full)
 : i | 3.1

# An excerpt of these results, with tabs.
SMILES	Myeloid diff MLP	Myeloid diff MLP GFP+ MAC1+ %
O=C(c1ccc(=O)[nH]c1)N(c1ccccc1)C(CCc1ccccc1)c1nc2ccccc2[nH]1 (stereo not given)	i	0.8
COc1ccc(C2=Nc3ccccc3N(C(=O)c3ccc(C(F)(F)F)cc3)C2C(=O)NCc2ccccc2)cc1 (stereo not given)	i	2.4
O=C(COC(=O)CNC(=O)c1ccc(Cl)cc1)Nc1ccc(Cl)cn1	i	0.5
COc1ccc(-c2coc3c(C(=O)Nc4cccc(C(C)=O)c4)cccc23)c(C)c1	i	0.8
COc1ccc(C(=O)COC(=O)c2ccc([N+](=O)[O-])s2)cc1OC	i	1.3
O=C(NC1=NCCS1)c1cccc(Br)c1	i	0.8
Cc1noc(C)c1CSCC(=O)Nc1nc2c(F)cc(F)cc2s1	i	0.8

# Continued.
# Each structure is followed by: Myeloid diff MLP | Myeloid diff MLP GFP+ MAC1+ %
> Cc1cc(/C=N/NC(=O)c2ccoc2C)cc(C)c1O
 : i | 1.0
> CC(C)(C)OC(=O)[C@H](CCCCN)NC(=O)c1[nH]cnc1C(=O)N[C@@H](Cc1ccccc1)C(=O)OCc1ccccc1
 : + | 8.7*
> O=S(=O)(NCc1ccco1)c1ccc(Cl)s1
 : i | 0.3
> CNC(=O)C[C@@H]1C(=O)N(C2CCCCC2)CC1(C)C
 : + | 1.7*
> CC(C)(C(=O)N1CCC1(C)C(=O)NS(=O)(=O)c1ccccc1Cl)c1ccccc1 (stereo not given)
 : i | 1.1
> CCCCOc1ccc(Cl)cc1Nc1nc(NCCO)nc(N2CCCC2)n1
 : i | 1.3
> O=C(COc1ncnc2ccccc12)NC1CCCC1
 : i | 1.1
> c1ccc(C2(CN3CCNC[C@@H]3CC3CCCCC3)CC2)cc1
 : i | 2.4
> Cc1cccc(-c2nc(NCCN(C)C)c3ccccc3n2)c1
 : i | 1.2
> OCCN1CCN(c2nccn3ccnc23)CC1
 : i | 1.3
> COc1ccc(NC(=O)CSc2nc3ccccc3c(=O)n2CCCO)cn1
 : i | 1.2
> CCCc1cc(=O)[nH]c(SC(C)C(=O)Nc2ccc3c(c2)OCCO3)n1 (stereo not given)
 : i | 0.7
> CCN(CC)S(=O)(=O)c1ccc(N2CCOCC2)c(NC(=O)c2ccc(=O)[nH]c2)c1
 : i | 1.5
> CCOc1ncccc1C(=O)Nc1ccc(C)c(S(=O)(=O)N2CCCCCC2)c1
 : i | 0.9
> OCC[C@@H]1C[C@H](O)[C@@H](O)[C@]2(OCc3ccc4ccccc4c32)O1
 : i | 0.6
> CC(C)CNc1ncnc2c1ncn2[C@H]1CN(Cc2ccc(Cl)cc2)C[C@@H](CO)O1
 : i | 1.4
> Cc1ccc(S(=O)(=O)N2CCC[C@H]2C(=O)OCCN2C(=O)c3ccccc3C2=O)cc1
 : i | 0.9
> Cc1ccc(S(=O)(=O)N2CCOCC2)cc1C(=O)Nc1ccncc1
 : i | 0.6
> CC(=O)Nc1cccc(C)c1
 : i | 1.0
> O=C(NCC1CCCO1)c1ccccc1NS(=O)(=O)c1cccc([N+](=O)[O-])c1 (stereo not given)
 : i | 1.6
> COCCNC(=O)C1(C)Cc2c(-c3cccc(C(N)=O)c3)ccnc2O1 (stereo not given)
 : i | 1.4
> N#Cc1ccc(C(=O)Nc2cc(S(=O)(=O)N3CCOCC3)ccc2N2CCCC2)cc1
 : i | 0.4
> Cc1nc(N)nc(N)c1Oc1ccc(Cl)cc1
 : + | 35.8*
> CCOc1cc(C(=O)N2CCC(CC3CC(c4ccccc4)=NO3)(C(=O)NCc3ccc(OC)cc3)CC2)cc(OCC)c1OCC (stereo not given)
 : i | 0.3
> Cc1nc(C)c(C(=O)OCC(=O)N(C)c2ccccc2)s1
 : i | 0.3
> Cc1ccccc1Nc1ncnc2[nH]ncc12
 : i | 0.8
> O=C1c2ccccc2C(=O)N1CCC#Cc1ccc2cc(CCO)oc(=O)c2c1
 : i | 0.9
> CC(C)(C)OC(=O)N1CCC(NC(=O)c2nc[nH]c2C(=O)N2CCN(C(=O)OC(C)(C)C)CC2)CC1
 : i | 3.3
> O=C(Nc1cccc(Cl)c1)c1csc(COCCO)n1
 : i | 0.8
> O=C(NCCN1CCCC(O)C1)c1cc(COc2cccc(C(F)(F)F)c2)on1 (stereo not given)
 : i | 0.4
> Cc1cc(C)n(CC(=O)NNC(=O)c2ccc(S(C)(=O)=O)cc2)n1
 : i | 0.7
> COc1ccc(NC(=O)CN(C)C(=O)C(NC(=O)c2ccco2)C(C)C)cc1 (stereo not given)
 : i | 0.4
> COc1ccc(C(CNC(=O)c2ccc(NS(=O)(=O)c3ccc(F)c(C)c3)cc2)N2CCCC2)cc1 (stereo not given)
 : i | 1.2
> COc1ccc(-c2ccc(CN3C(CC(C)C)C(=O)N(Cc4cn(CC5CCCCC5)nn4)CCS3(=O)=O)cc2)cc1OC (stereo not given)
 : i | 0.4
> CCc1nc2ccccc2c(=O)n1/N=C/c1ccc(OC)cc1
 : i | 0.2
> O=C(C=Cc1ccc(Cl)s1)c1ccc(Cl)s1
 : i | 1.8
> COc1cccc(OCCOc2ccccc2[N+](=O)[O-])c1
 : i | 0.8
> Cc1sc2nc(CSCC(=O)N3CC(C)OC(C)C3)[nH]c(=O)c2c1C (stereo not given)
 : i | 0.5
> CCC(=Cc1ccccc1OC)c1ccncc1
 : i | 1.5
> C[C@@H]1CN([C@H](C)CO)C(=O)CCCn2cc(nn2)CO[C@H]1CN(C)C(=O)Nc1ccc2c(c1)OCO2
 : i | 0.5
> CCSc1nnc(NC(=O)c2ccc3nc[nH]c3c2)s1
 : i | 0.8
> O=C1c2ccccc2C(=O)N1CCCc1cn(C[C@H]2CC[C@H](Cn3cc(CCCN4C(=O)c5ccccc5C4=O)nn3)O2)nn1
 : i | 0.6
> Cn1c(N)c(C(=O)COC(=O)Cc2cccc(C(F)(F)F)c2)c(=O)n(C)c1=O
 : i | 1.0
> CC(C)(C)N(Cc1ccccc1)C(=O)COC(=O)c1ccc(S(=O)(=O)N2CCOCC2)cc1
 : i | 0.3
> CC(=O)OC[C@@H]1CN(Cc2ccccc2)C[C@H](n2ccc3c(N)ncnc32)O1
 : i | 0.9
> CCC1(c2ccc(Cl)cc2)NC(=O)N(CC(=O)NC2CCCC(C)C2C)C1=O (stereo not given)
 : i | 0.5
> CC1CCC(NC(=O)CSc2nnc(-c3cccnc3)o2)CC1 (stereo not given)
 : i | 1.5
> COC(=O)CCC(=O)N(CCN(Cc1ccccc1)C(=O)CCC(=O)OC)Cc1ccccc1
 : i | 0.5
> CCCCN(C(=O)C(CCSC)N1C(=O)c2ccccc2C1=O)c1c(N)n(CCC)c(=O)[nH]c1=O (stereo not given)
 : i | 0.7
> COc1ccc(-c2ccc(C(=O)Nc3cccc(N(C)C)c3)c3occc23)c(C)c1
 : i | 0.3
> CC1CCCCC12NC(=O)N(CC(=O)Nc1ccc3c(c1)OCO3)C2=O (stereo not given)
 : i | 0.4
> Cc1cccc(-c2nc(CCNC(=O)c3ccco3)cs2)c1
 : i | 0.8
> COc1ccccc1NCC(=O)N1CCN(S(=O)(=O)c2ccccc2)CC1
 : i | 0.4
> N#Cc1ccc(Cl)cc1NC(=O)CSc1cccc[n+]1[O-]
 : i | 2.2
> COc1ccc(Br)c(C(=O)OCC(=O)NC2CCCCCC2)c1
 : i | 0.8
> CCN(C)C1CN(Cc2cn(Cc3ccccc3)nn2)S(=O)(=O)C1 (stereo not given)
 : i | 0.8
> O=S(=O)(Nc1ccccc1OC(F)F)c1ccc(S(=O)(=O)N2CCCC2)cc1
 : i | 1.1
> CC(C)CC(N)c1csc(Nc2ccccn2)n1 (stereo not given)
 : i | 0.7
> COc1cccc(-c2cc(NC=O)c3ncc(-c4cccc(C(=O)N(C)C)c4)n3c2)c1
 : i | 0.6
> O=S(=O)(NCc1ccc(F)cc1)c1ccccc1Br
 : i | 1.1

# Later entries.
# Each structure is followed by: Myeloid diff MLP | Myeloid diff MLP GFP+ MAC1+ %
> Cc1ccc(F)cc1NC(=O)c1ccc(OCC2CCCO2)cc1 (stereo not given)
 : i | 1.6
> OC[C@@H]1CN(Cc2ccncc2)C[C@H](n2cnc3c(N4CCCC4)ncnc32)O1
 : i | 0.5
> COC(=O)[C@]12CCCCC=C1N(Cc1cccc3ccccc13)C(=O)[C@H](CC(=O)N1CCCCC1)C2
 : i | 0.6
> CCc1nc2ccc(C(=O)Nc3ccc(NC(C)=O)cc3)cn2c1N(C)CCCc1ccccc1
 : i | 1.6
> CNc1snc(C)c1C(=O)OCC(=O)c1ccc(OC)c(F)c1
 : i | 0.6
> COc1ccccc1N(CCOc1ccccc1)S(=O)(=O)c1ccccc1
 : i | 1.6
> O=C1NC(Cc2ccccc2)C(=O)N1Cc1ccccc1 (stereo not given)
 : i | 4.6
> NC(N)=N/N=C(\N=Nc1ccccc1)c1ccc(Cl)cc1
 : ? | nt
> CCOC(=O)Cc1csc(SCC(=O)N2CCN(c3ccccc3)CC2)n1
 : i | 0.6
> COc1ccccc1C(CNC(=O)C1COc2ccccc2O1)N1CCCC1 (stereo not given)
 : i | 0.5
> COc1ccc2cc(C(c3nnnn3C3CCCCC3)N3CCCCCC3)c3nnnn3c2c1 (stereo not given)
 : i | 1.5

# Compound activity as filed in PubChem.
